# From PubChem
# PfHsp90 set2 – growth inhibition of PfHsp90-expressing yeast, primary screen, antimalarial PfHsp90 inhibitor project, S. cerevisiae, BacTiter-Glo luminescence, single point, set 2 | BacTiter-Glo ATP, 48 h; yeast lacking PDR1 and PDR3 efflux regulators | inhibition, % at 9.4 µM | 310,000 compounds, 0.32% hits | AID 504621, 2011;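 active = every replicate shows inhibition above about 80%, whatever the replicate mean, limit read from the data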;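 note: 0% = DMSO neutral controls and 100% = 20 µM radicicol positive controls; yeast relying on Plasmodium falciparum Hsp90 in place of its own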
# NSD2 HMT inh – NSD2 histone methyltransferase inhibitors, primary screen, biochemical, AlphaScreen, single concentration, set 2; inhibition, % at 12.5 µM; 310,000 compounds, 0.54% hits; AID 743445, 2014; NSD2 peptide methylation, 120 min; in the data active = inhibition above about 50%
# SR-BI HDL uptake – inhibitors of SR-BI mediated HDL lipid uptake, primary screen, ldlA[mSR-BI] cells, fluorescence, single point | Scavenger receptor class B member 1 (Mus musculus), Q61009 | ldlA[mSR-BI] CHO cells, DiI-HDL uptake fluorescence, 3 h | inhibition, % at 12.5 µM | 320,000 compounds, 0.96% hits | AID 488896, 2010;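 active = mean replicate inhibition of at least 70% and a set share of replicates each scoring 70 or more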;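 note: 0% = median of neutral control wells and 100% = median of positive control wells; values of inactives mirror those of a sister screen read the other way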
# Target sequence (Q61009 whole entry, looked up): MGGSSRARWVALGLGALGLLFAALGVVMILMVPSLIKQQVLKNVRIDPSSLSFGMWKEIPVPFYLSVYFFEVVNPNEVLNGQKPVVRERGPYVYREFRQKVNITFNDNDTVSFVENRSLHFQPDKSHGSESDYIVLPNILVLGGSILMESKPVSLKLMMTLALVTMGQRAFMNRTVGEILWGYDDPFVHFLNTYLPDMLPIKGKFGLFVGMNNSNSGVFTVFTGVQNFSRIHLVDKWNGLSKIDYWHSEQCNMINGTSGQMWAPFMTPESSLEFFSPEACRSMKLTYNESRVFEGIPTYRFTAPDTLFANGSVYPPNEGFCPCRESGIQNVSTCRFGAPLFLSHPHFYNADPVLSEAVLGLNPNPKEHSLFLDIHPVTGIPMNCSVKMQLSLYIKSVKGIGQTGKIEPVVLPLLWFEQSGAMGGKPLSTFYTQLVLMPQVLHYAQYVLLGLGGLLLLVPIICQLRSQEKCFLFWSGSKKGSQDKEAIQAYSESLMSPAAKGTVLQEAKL
# MITF act – activators of MITF-driven TRPM1 promoter reporter, primary screen, cell-based, SK-MEL-5, luciferase, single point | activation, % at 12.5 µM | AID 588334, 2011 | SK-MEL-5 TRPM1-promoter luciferase, 24 h; % of positive control, neutral wells = 0 | 300,000 compounds, 0.75% hits;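 active = mean activation of at least 80% with every replicate also reaching 80%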;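 note: 0% = neutral control wells and 100% = parthenolide positive control wells; values of inactives mirror those of a sister screen read the other way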
# CAL PDZ FP-1 – untagged CAL PDZ binding inhibitors, primary screen, biochemical, fluorescence polarization, HTS; inhibition, % at 24.9 µM; 300,000 compounds, 0.92% hits; purified CAL PDZ, TMR-peptide fluorescence polarization, 1 h; AID 602252, 2012; Golgi-associated PDZ and coiled-coil motif-containing protein (Homo sapiens), Q9HD26;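 active = mean inhibition of at least 30% with at least half of replicates also reaching 30%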;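 note: 0% = DMSO neutral control and 100% = excess unlabeled competitor peptide PRC23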
# dFosB act – activators of delta FosB homodimer, primary screen, biochemical, fluorescence polarization, TAMRA-CDK5 oligo, single point | Protein FosB (Mus musculus), P13346 | purified delta FosB; percent of positive-control signal above neutral wells | activation, % at 25 µM | 340,000 compounds, 0.99% hits | AID 493131, 2011;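 active = mean activation above about 17%, with every replicate also reaching it, limit read from the data, passing the limit was not always enough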;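 note: fluorescence polarization rise as delta FosB binds a TAMRA Cdk5 AP-1 oligo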
# Target sequence (P13346 whole entry, looked up): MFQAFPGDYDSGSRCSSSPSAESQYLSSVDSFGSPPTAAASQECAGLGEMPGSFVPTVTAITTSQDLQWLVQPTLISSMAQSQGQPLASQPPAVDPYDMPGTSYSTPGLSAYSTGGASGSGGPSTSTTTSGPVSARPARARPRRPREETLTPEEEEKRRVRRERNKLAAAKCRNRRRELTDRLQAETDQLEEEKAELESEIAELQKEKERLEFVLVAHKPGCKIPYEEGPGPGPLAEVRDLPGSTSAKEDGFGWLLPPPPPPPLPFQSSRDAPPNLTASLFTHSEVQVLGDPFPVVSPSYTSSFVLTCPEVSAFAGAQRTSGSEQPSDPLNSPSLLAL
# CAL PDZ FP-2 – CAL PDZ peptide-binding inhibitors, primary screen, biochemical, fluorescence polarization, Cer-tagged CAL PDZ, HTS. purified CAL PDZ, TMR-peptide fluorescence polarization, 1 h. inhibition, % at 20 µM. 330,000 compounds, 0.02% hits. AID 504414, 2011;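 active = highest replicate inhibition of at least 40%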;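 note: plate controls were DMSO neutral control wells for no effect and unlabeled competitor peptide control wells for full effect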
#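 Read-out basis: mP drop reported as inhibition | Assay system: Tagged CAL PDZ protein CerCALP, purified | Benchmarks: Unlabelled peptide for full inhibition, DMSO wells as neutral | Schedule: 1 h incubation at room temperature before polarization reading | Buffer or medium: Sodium phosphate/NaCl buffer pH 7.4 with TCEP, IgG, Thesit | Doses: Single point, 20 µM | Measured by: Fluorescence polarization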
# PvdQ acylase – P. aeruginosa PvdQ acylase inhibitors, primary screen, biochemical, fluorescence, plate reader and imaging, single point | PvdQ acylase [Pseudomonas aeruginosa LESB58] | purified PvdQ acylase | inhibition, % at 10 µM | 340,000 compounds, 0.063% hits | AID 488965, 2010; in the data active = inhibition above about 30%, passing the limit was not always enough;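 note: 0% = vehicle neutral wells and 100% = reference inhibitor wells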
# SR-BI DiI-HDL act – activators of SR-BI mediated DiI-HDL uptake, primary screen, ldlA[mSR-BI] CHO cells, DiI fluorescence; 3 h; 100 = double the neutral-control signal; activation, % at 12.5 µM; AID 504775, 2011; 320,000 compounds, 0.096% hits;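 active = mean replicate activation of at least 60% and every replicate at or above 60%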;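 note: 0% = median plate neutral-control signal and 100% = twice that signal; values of inactives mirror those of a sister screen read the other way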
#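 Material: SR-BI-overexpressing, LDLR-lacking CHO cells | Dosing: Single compound concentration, delivered by pin transfer | Probe or stimulus: Labelled HDL, 10 µg/mL | Signal: Bottom-read cell fluorescence after medium removal, ex 550/em 595 nm | Schedule: 3 h, 37 °C | Evaluation: HDL uptake via cellular fluorescence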
# Rtt109 Vps75 – inhibitors of C. albicans Rtt109/Vps75 HAT, primary screen, biochemical, ThioGlo CoA-SH fluorescence, plate reader. Histone acetyltransferase RTT109 (Candida albicans (strain SC5314 / ATCC MYA-2876)), …. purified Rtt109/Vps75, 4 h. inhibition, % at 34.9 µM. 330,000 compounds, 0.16% hits. AID 540336, 2011;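 active = inhibition of at least 50% in every replicate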
# * = called active by the depositor; · = no result given.
SMILES,PfHsp90 set2,NSD2 HMT inh,SR-BI HDL uptake,MITF act,CAL PDZ FP-1,dFosB act,CAL PDZ FP-2,PvdQ acylase,SR-BI DiI-HDL act,Rtt109 Vps75
CC(=O)Nc1ccc2nc(CN3CCN(Cc4ccc(F)cc4)C(CCO)C3)ccc2c1 (configuration not stated),8,·,·,-16,1,-7,-1.9,3,·,17
COC(=O)c1c(C)c[nH]c1C,9,·,-29,-3,-7,-2,0.2,5,29,10
CC(C)c1nnc(SCC(=O)NC(C)(C)C)n1C,5,0,-20,2,-1,0,-0.1,10,20,7
O=[N+]([O-])c1ccc(N2CCCCC2)nc1N1CCCCC1,4,21,8,5,·,-8,-0.2,-2,-8,5
Cc1ccc(OCC(O)CNC(C)c2ccccc2)cc1C (configuration not stated),4,3,30,-2,1,2,-1.0,1,-30,11
COc1ccc2cc(C)c3nnc(SCC(=O)Nc4nc(-c5ccc(F)cc5)cs4)n3c2c1,9,-1,55,-39,-4,-9,0.6,-15,-55,-7
CC(C(=O)c1ccccc1)n1c(N2CCOCC2)nc2c1c(=O)n(C)c(=O)n2C (configuration not stated),-9,5,-63,2,0,-7,-1.4,1,63*,19
CCN(CC)S(=O)(=O)c1ccc2c(c1)N(CC(=O)NCCCN1CC(C)CC(C)C1)C(=O)CO2 (configuration not stated),10,15,-14,4,·,-17,-1.2,-22,14,-1
CCn1c(COc2c(C)cccc2C)nnc1SCC(=O)N1CCN(c2ccccc2)CC1,13,3,79*,-10,-4,3,-0.4,11,-79,5
COc1ccccc1NC(=O)CSc1nnc(-c2ccco2)n1N,18,0,-14,-1,2,1,-1.1,6,14,-6
Cc1cc(/C=C(\C#N)C(=O)NCc2cccs2)c(C)n1-c1ccc([N+](=O)[O-])cc1,·,8,62,1,1,-2,-1.6,8,-62,-2
Cc1ccccc1N(CC(=O)NC(C)(C)C)C(=O)CCC(=O)Nc1nccs1,23,-3,-7,·,-6,-4,-3.5,-6,7,2
Cc1ccc(-c2cc(C(=O)Nc3c(C)n(C)n(-c4ccccc4)c3=O)[nH]n2)c(O)c1,·,0,10,-5,-3,0,-0.5,-22,-10,3
Cc1cc(C)nc(SCC(=O)Nc2ccc(S(=O)(=O)NC(C)(C)C)cc2)n1,11,0,-6,-20,·,1,-1.8,8,6,3
CCOC(=O)c1ccccc1NC1c2ccccc2C(=O)N1C1CCN(C(=O)OCC)CC1 (configuration not stated),14,·,-26,8,1,-1,-0.2,4,26,7
Cc1ccc(-n2nc3c(=O)n(C(C)C(=O)NCCC4=CCCCC4)nc(C)c3c2C)cc1 (configuration not stated),6,·,26,-20,-3,-2,-4.6,-14,-26,0
COCCN(CCOC)CC(O)COC(c1ccccc1)c1ccccc1 (configuration not stated),16,0,-9,-7,-2,-1,-1.1,-9,9,5
CC1(C)Cc2cccc(OCC(=O)N3CCN(c4ccc([N+](=O)[O-])cc4)CC3)c2O1,-8,1,71*,-7,-5,2,-3.8,3,-71,9
COc1cccc(/C=C(/C#N)c2nc3ccccc3[nH]2)c1OC(C)C(=O)O (configuration not stated),-1,5,-12,14,-4,1,0.3,-2,12,-7
NS(=O)(=O)c1cccc(C(=O)OCC(=O)NC2CCCc3ccccc32)c1 (configuration not stated),·,-2,-3,5,2,-9,0.5,-13,3,-4
O=C(NCc1ccc(Cl)cc1Cl)Nc1ccccc1,3,-2,4,66,-3,7,-0.3,-6,-4,-15
O=C(O)CC1C(=O)NCCN1Cc1cccs1 (configuration not stated),11,47,3,-4,-2,1,-2.3,-10,-3,1
COCCN(C(=O)COC(=O)c1cc2ccccc2cc1OC)c1c(N)n(Cc2ccccc2)c(=O)[nH]c1=O,-25,3,55,-16,-1,-17,-2.7,-16,-55,14
CCn1ccc(=O)c2cc3c(cc21)OCO3,·,·,-14,-8,0,-3,1.1,-3,14,-2
O=C(CCCCCN1C(=O)c2ccccc2C1=O)NC1CCCC1,28,0,6,-4,-4,-2,1.1,-11,-6,-5

# The closing 2 records of the part above open the next one.
SMILES,PfHsp90 set2,NSD2 HMT inh,SR-BI HDL uptake,MITF act,CAL PDZ FP-1,dFosB act,CAL PDZ FP-2,PvdQ acylase,SR-BI DiI-HDL act,Rtt109 Vps75
CCn1ccc(=O)c2cc3c(cc21)OCO3,·,·,-14,-8,0,-3,1.1,-3,14,-2
O=C(CCCCCN1C(=O)c2ccccc2C1=O)NC1CCCC1,28,0,6,-4,-4,-2,1.1,-11,-6,-5
Cc1ccc(NC(=O)CN2C(=O)NC3(CCCC3)C2=O)nc1,-3,-1,-2,-9,·,3,0.2,-9,2,-5
COc1ccc(C(=O)C2CCCN(C/C=C/c3ccccc3OC)C2)c(OC)c1 (configuration not stated),-8,1,-1,-7,1,-15,-1.5,-5,1,-10
O=C(COc1ccc2c(c1)CCC2)N1CCN(c2ccc(F)cc2)CC1,-11,-1,12,-18,14,-3,-0.7,-14,-12,0
COc1ccc(Nc2cnn(-c3nc4ccccc4s3)c(=O)c2Cl)cc1,96*,-1,-23,32,-8,6,-3.9,-10,23,0
CC(C)c1nc2sc3ccccc3c(=O)c2c(=O)n1Cc1ccccc1,-13,0,14,·,0,-9,-1.0,8,-14,12
COc1ccc(NC(=O)CN2CCN(c3ccccc3C)CC2)cc1,-11,-2,15,7,5,-6,-0.9,-4,-15,1
CCC(=O)Nc1ccc(C(=O)CSc2nnc(-c3ccc(O)cc3)n2CC2CCCO2)cc1 (configuration not stated),-13,1,32,2,0,-6,-0.2,-2,-32,3
COc1ccc(C(C(=O)NC2CCCC2)N(Cc2cccnc2)C(=O)c2snc(C(N)=O)c2N)cc1 (configuration not stated),2,-1,1,7,0,-2,0.0,3,-1,-3
Cc1cc(C)n(-c2ccc(C(=O)NCCCN3CCOCC3)cc2)n1,17,-2,-3,-10,·,-5,-0.3,-8,3,-5
O=C(c1cccs1)N1CCc2c([nH]c3ccccc23)C1c1ccc(Cl)cc1 (configuration not stated),-1,-2,15,-8,2,-6,-0.6,2,-15,-6
O=C1NC(=O)/C(=C\c2ccc(OCc3cccc(C(=O)O)c3)c(Cl)c2)N1,-30,-4,-19,-42,0,-8,-2.4,-10,19,-8
CCOc1ccc2nc(NC(=O)C(NS(=O)(=O)c3cccs3)C(C)C)sc2c1 (configuration not stated),·,0,-6,-3,2,7,-0.5,-4,6,3
COc1cc(OC)c(C(=O)Nc2ccc3ccccc3c2)cc1OC,-3,·,26,72,·,-3,0.8,-6,-26,-7
CC(=O)Nc1ccc(S(=O)(=O)Nc2nc3ccccc3nc2N2CCCCCC2)cc1,·,2,-5,-6,-2,-7,0.2,-2,5,20
Cc1cc(C)c(C)c(S(=O)(=O)N2CCC(C(=O)N(C)Cc3nc4ccccc4c(=O)[nH]3)CC2)c1C,-6,2,47,5,1,-17,-0.3,9,-47,6
Cc1nnc(SCC(=O)Nc2nccs2)o1,-10,0,-8,-9,-4,1,-2.4,-16,8,-2
COc1ccccc1C1C2=C(CCCC2=O)N(CC(=O)O)C2=C1C(=O)CCC2,-17,7,-10,·,-7,-7,-0.6,-7,10,0
Cc1ccc2sc(NC(=O)c3ccc(N4C(=O)CCC4=O)cc3)nc2c1C,-2,·,61,0,·,-3,-0.4,-9,-61,4
O=C(NCC1COc2ccccc2O1)Nc1ccccc1F (configuration not stated),-25,0,10,8,-2,-1,0.7,-6,-10,-1
O=C1COc2ccccc2N1Cc1ccc(Cl)cc1,-14,2,10,-18,-1,6,0.3,-7,-10,-14
CCCCCCCCCCCCN1[C@@H](CC(C)=O)c2cc(F)ccc2S1(=O)=O,·,·,11,-6,0,-2,0.7,-10,-11,0
COc1ccc(S(=O)(=O)N2CCSCC2)cc1C(N)=O,3,1,1,·,5,3,0.0,-4,-1,4
O=C(NC1CCCCC1)c1ccc(S(=O)(=O)N2CCCCC2)cc1,-13,·,17,0,3,-4,0.0,3,-17,6
Cn1c(=O)n(C)c2cc([N+](=O)[O-])c(N3CCN(C(=O)c4ccccc4)CC3)cc21,-4,21,-1,-17,-1,-2,-2.6,-16,1,1
CNC(=S)Nc1ccc(Nc2ccccc2)cc1,23,41,14,8,-3,0,-0.3,-12,-14,7
# Next section
SMILES,PfHsp90 set2,NSD2 HMT inh,SR-BI HDL uptake,MITF act,CAL PDZ FP-1,dFosB act,CAL PDZ FP-2,PvdQ acylase,SR-BI DiI-HDL act,Rtt109 Vps75
CCC(C)(C)NC(=O)C(c1ccc(OC)cc1)N(C(=O)CCC(=O)Nc1cc(C)on1)c1ccc2c(c1)OCCO2 (configuration not stated),-10,0,-7,2,-6,-11,-2.1,-20,7,13
CCC(OC(=O)c1nsc(Cl)c1Cl)C(=O)NC(C)(C)CC (configuration not stated),2,0,-3,1,·,5,-0.1,1,3,17
CC/C(=N\NC(=O)C(N)=O)c1ccccc1O,4,1,-18,-8,-3,-5,-0.7,11,18,8
CCn1c(C)nc2cc(C(=O)N/N=C/c3cccc(O)c3O)ccc21,-22,1,52,0,-11,3,-0.1,-7,-52,2
CC(=O)CSc1nnc(CSc2ncccn2)n1C1CCCCC1,4,-1,5,-4,1,-2,-1.8,0,-5,3
O=C(Cn1cc([N+](=O)[O-])cn1)Nc1ccn(Cc2c(F)c(F)cc(F)c2F)n1,-10,-4,-35,-3,·,3,-2.9,9,35,5
CN(C)CCCn1c(=O)n(Cc2ccco2)c(=O)c2c3c(sc21)CCCCC3,6,14,-24,·,-4,-7,-2.6,-10,24,10
N#Cc1ccc(OCC(=O)N/N=C2/CC(c3ccccc3)Oc3ccccc32)cc1 (configuration not stated),20,1,45,-5,-2,7,-2.6,-8,-45,0
COc1ccc(Cl)cc1C=CC=Nc1ccccc1O,-15,3,6,-8,-3,-4,-0.7,-7,-6,-1

# Single entries from the list.
# Entry of COc1ccc(Cl)cc1C=CC=Nc1ccccc1O in SR-BI DiI-HDL act: -6
# Entry of CCC(OC(=O)c1nsc(Cl)c1Cl)C(=O)NC(C)(C)CC (configuration not stated) in NSD2 HMT inh: 0
# Entry of O=C(Cn1cc([N+](=O)[O-])cn1)Nc1ccn(Cc2c(F)c(F)cc(F)c2F)n1 in Rtt109 Vps75: 5
